# CHO parental Ca: ATP-evoked calcium signal inhibitors, parental CHO, primary screen, counter-screen for OX1R antagonist project, cell-based, fluorescence, Fluo-8 calcium dye | parental CHO-K1, ATP-induced calcium, Fluo-8 fluorescence | inhibition, % at 5.6 µM | 0.63% of 330,000 active | AID 463079, 2010;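 active means inhibition above that plate's mean sample inhibition plus 3 SD, cut at about 26% in these data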;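 further: 0% = ATP-challenged DMSO wells and 100% = DMSO wells without ATP; some compounds past the cut are filed as inactive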
#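 Material: Parental CHO cells | Reagent: ATP | Compound dosing: Single nominal dose of 5.6 µM per compound | Detection: Intracellular calcium via Fluo-8 no-wash fluorescent dye | Read-out: % inhibition of ATP-induced calcium mobilization | Benchmarks: Low control ATP plus DMSO, high control DMSO only | Replicates: Singlicate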
# M1 PAM parental: nonselective calcium activators in parental CHO-K1 cells, primary screen, counter-screen for M1 PAM project, cell-based, Fluo-8 calcium fluorescence, full deck, 1536-well; ATP EC20; 0% at ATP EC20, 100% at ATP max; activation, % at 3 µM; 0.02% of 360,000 active; AID 602247, 2012;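 active means activation above the run cutoff, the mean activation of all test compounds plus 3 SD, cut at about 40% in these data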;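 further: peak over basal fluorescence ratio in a 140 s read after ATP addition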
# TAAR1 ag: human TAAR1 agonists, primary screen, Fluo-8 calcium fluorescence, CHO RD-HGA16 cells. vehicle wells 0%, saturating PEA agonist 100%. activation, % at 3 µM. 0.99% of 360,000 active. AID 624467, 2012;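 active means activation above the mean activation of all test compounds in the run plus 3 SD, cut at about 38% in these data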
# Target sequence (Q96RJ0 whole entry, looked up): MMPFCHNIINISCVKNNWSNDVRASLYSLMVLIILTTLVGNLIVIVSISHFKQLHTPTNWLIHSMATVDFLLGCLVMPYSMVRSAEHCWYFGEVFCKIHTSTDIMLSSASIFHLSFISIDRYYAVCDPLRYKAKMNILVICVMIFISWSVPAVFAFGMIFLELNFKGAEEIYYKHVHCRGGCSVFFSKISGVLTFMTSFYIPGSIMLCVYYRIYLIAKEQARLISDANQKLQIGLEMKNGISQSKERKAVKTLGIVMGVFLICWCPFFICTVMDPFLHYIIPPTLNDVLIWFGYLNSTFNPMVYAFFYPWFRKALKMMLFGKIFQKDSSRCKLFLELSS
#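 Test system: RD-HGA16 (CHO) cells co-expressing Gα16 and hTAAR1 | Doses: Single dose, 3 µM | Schedule: 17-24 h seeding, 75 min 37 °C dye, 30 min RT | Evaluation: % activation from peak over basal fluorescence ratio, DMSO-to-PEA scaled | Technique: Kinetic Fluo-8 calcium fluorescence | Benchmarks: Low control DMSO, high control PEA (EC100)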
# TAAR1 antagonist: human TAAR1 antagonists, primary screen, Fluo-8 calcium fluorescence, CHO RD-HGA16 cells. inhibition, % at 3 µM. AID 624466, 2012. 1.5% of 360,000 active. Trace amine-associated receptor 1 (Homo sapiens), Q96RJ0. antagonist;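 active means inhibition above a per-plate cutoff, the mean inhibition of test compounds on that plate plus 3 SD, cut at about 49% in these data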;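 further: 0% = DMSO plus EC80 beta-PEA response and 100% = DMSO alone without agonist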
#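 Test system – hTAAR1-expressing CHO RD-HGA16 cells, Gα16-coupled · Also added – β-PEA at EC80 concentration, post-compound challenge · Compound – 3 µM, single point · Incubation – dye loading 75 min at 37 °C, then 30 min room temperature · Measured by – Fluo-8 intracellular calcium dye fluorescence, real-time kinetic reads · Benchmarks – vehicle and agonist controls · Replicates – singlicate, one well per test compound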
# CHRM1 PAM: human M1 muscarinic receptor positive allosteric modulators, primary screen, CHO-K1 cells, Fluo-8 calcium fluorescence, 1536-well; Muscarinic acetylcholine receptor M1 (Homo sapiens), P11229; CHO-K1 hM1, ACh EC20; 0% = ACh EC20, 100% = maximal ACh; activation, % at 3 µM; 0.088% of 360,000 active; AID 588819, 2011; in the data active means activation above about 19%, passing the limit was not always enough
# Target sequence (P11229 whole entry, looked up): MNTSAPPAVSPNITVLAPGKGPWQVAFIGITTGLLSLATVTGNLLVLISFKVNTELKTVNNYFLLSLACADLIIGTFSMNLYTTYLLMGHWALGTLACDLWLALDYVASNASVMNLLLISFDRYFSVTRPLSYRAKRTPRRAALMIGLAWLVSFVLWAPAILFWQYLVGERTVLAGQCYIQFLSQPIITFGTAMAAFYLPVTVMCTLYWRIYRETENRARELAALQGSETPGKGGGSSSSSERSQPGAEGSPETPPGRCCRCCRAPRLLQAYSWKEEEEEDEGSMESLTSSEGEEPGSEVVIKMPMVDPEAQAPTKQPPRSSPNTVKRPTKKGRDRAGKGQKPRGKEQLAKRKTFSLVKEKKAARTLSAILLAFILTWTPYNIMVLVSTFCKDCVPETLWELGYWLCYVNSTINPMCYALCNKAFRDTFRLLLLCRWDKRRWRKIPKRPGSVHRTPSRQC
# M1 ag: human M1 muscarinic receptor agonists, primary screen, Fluo-8 calcium fluorescence, CHO-K1 cells, HTS; AID 588814, 2011; 0.33% of 360,000 active; Muscarinic acetylcholine receptor M1 (Homo sapiens), P11229; CHO-K1 hM1, agonist mode; 0% DMSO, 100% acetylcholine EC100; activation, % at 3 µM;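 active means activation above the run's mean compound activation plus 3 SD, cut at about 16% in these data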;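 further: peak over basal fluorescence ratio within a 140 s kinetic read after compound addition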
# CHO-K1 Ca antag: nonselective inhibitor or artifact in parental CHO-K1 cells | ATP-induced calcium, Fluo-8 fluorescence | inhibition, % at 3 µM | 0.6% of 360,000 active;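 active means inhibition above a per-plate cutoff, the plate's mean sample inhibition plus 3 SD, cut at about 24% in these data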;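 further: 0% = DMSO plus EC80 ATP and 100% = DMSO alone without ATP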
# M1 ag parental: counter-screen for M1 agonists: effect in parental CHO-K1 cells; Fluo-8 calcium fluorescence; scaled to maximal ATP response, vehicle zero; activation, % at 3 µM; 0.48% of 360,000 active; in the data active means activation above about 15%;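 further: untransfected CHO-K1 host cells lacking M1 receptor as counterscreen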
# M1 antag: human M1 muscarinic receptor antagonists, primary screen, CHO-K1 cells, Fluo-8 calcium fluorescence, 1536-well | inhibition, % at 3 µM | AID 588852, 2011 | CHO-K1 hM1, ACh EC80 antagonist | Muscarinic acetylcholine receptor M1 (Homo sapiens), P11229 | 1.3% of 360,000 active;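 active means percent inhibition above its own plate's cutoff, namely the mean of that plate's compound wells plus 3 SD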;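 further: peak over basal fluorescence ratio during 140 s after agonist addition; 0% = ACh EC80 plus DMSO and 100% = DMSO alone without agonist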
# Starred values were filed as active, the others as inactive; / = not tested or not shown.
# Under each structure: CHO parental Ca | M1 PAM parental | TAAR1 ag | TAAR1 antagonist | CHRM1 PAM | M1 ag | CHO-K1 Ca antag | M1 ag parental | M1 antag
- CC(=O)Oc1ccc(C(=O)Nc2cc(C)ccc2NC(=O)COc2ccccc2)cc1
 : -10 | 15 | / | / | -3 | -6 | -33 | 4.5 | 1
- Cc1csc(/N=C/N(C)C)c1C#N
 : -29 | 13 | 2 | -22 | 11 | -3 | -7 | 0.7 | -21
- O=C(COC(=O)Cn1cnc2ccccc21)NCCC1=CCCCC1
 : -12 | 22 | 6 | -9 | 3 | -1 | -6 | 0.8 | 0
- Cc1nc(NC(=O)C2CC2)sc1C(=O)N(C)C
 : -6 | -1 | 1 | -5 | -1 | -5 | -1 | 0.2 | -1
- CN1CCC(n2[nH]c(-c3ccccc3)c(Cc3ccccc3)c2=O)CC1
 : / | 9 | 2 | -8 | -30 | -8 | -12 | 2.0 | 100*
- COc1ccc(S(=O)(=O)N2CCC(C(=O)Nc3ccccc3N3CCCCC3)CC2)cc1OC
 : -15 | -14 | 1 | 12 | -4 | -4 | 2 | -0.3 | 13
- O=C1Nc2c(Cl)cc(Cl)cc2C1=O
 : / | 8 | 4 | 1 | 3 | 16* | -7 | 1.4 | -14
- Cc1ccc2nc(-c3ccc(NC(=O)CCN4C(=O)c5ccccc5C4=O)cc3)sc2c1
 : -11 | -5 | 2 | -1 | 10 | 0 | 11 | -0.5 | -2
- CC(C)(Nc1ccccc1)C(=O)c1ccccc1
 : -10 | 15 | -2 | 0 | -3 | -7 | -4 | 2.0 | 7
- O=S(=O)(c1cccs1)N1CCN(c2cccc(Cl)c2)CC1
 : -4 | 16 | -1 | 3 | 18 | 1 | -18 | 0.2 | -12
- CCOc1ccc(Nc2ccc(S(=O)(=O)N3CCN(C)CC3)cc2[N+](=O)[O-])cc1OCC
 : -34 | -7 | -2 | -11 | 8 | 3 | -13 | -0.3 | -2
- CCC(C)Cn1cnc2c(SCc3ccccc3F)nc(N)nc21 (stereo not given)
 : / | 1 | 6 | 20 | -6 | -1 | -7 | -0.3 | 11
- NCCC1CCCC(CCN)N1 (stereo not given)
 : 10 | 9 | 2 | 9 | -4 | -2 | -2 | 0.6 | -15
- NS(=O)(=O)c1ccc(CCNC(=O)CN2CCCCC2)cc1
 : 2 | 7 | 1 | -18 | 4 | -6 | -3 | 0.8 | 4
- C=CCn1c(-c2ccc([N+](=O)[O-])cc2)n[nH]c1=S
 : 0 | -6 | 1 | -14 | -13 | -8 | 14 | -0.8 | 15
- Cc1cc(N/N=C/c2ccccc2O)nc(-c2ccccc2O)n1
 : 25 | 18 | 16 | 37 | -2 | -6 | 1 | 2.2 | -1
- Cc1cc(OCC(=O)NCCN2CCOCC2)ccc1Br
 : -18 | 21 | 11 | 3 | 2 | -4 | -11 | 1.1 | 5
- COc1cc([N+](=O)[O-])ccc1NC(=O)CCCOc1cccc(C)c1C
 : -6 | 10 | -1 | -6 | 4 | -7 | -18 | 0.3 | -13
- Cc1cccc(OCC(=O)N2CCN(C(=O)CCC3CCCC3)CC2)c1
 : -21 | 15 | 5 | -20 | 12 | -2 | -10 | 3.0 | -11
- O=C(Nc1ccccc1)c1cccnc1N1CCCC1
 : -6 | 20 | 13 | -9 | 5 | -4 | -13 | -0.1 | -13
- Cc1ccc(NC(=O)Cc2nc(COC(=O)C(C)NS(=O)(=O)c3ccc(C)cc3)cs2)cc1 (stereo not given)
 : -22 | 6 | 3 | -5 | 6 | 0 | -18 | 2.3 | -11
- CCCC(=O)NNC(=O)c1c(O)c2ccccc2[nH]c1=O
 : -6 | 25 | 4 | -8 | 18 | -2 | -14 | 0.7 | -13
- Cc1ccc(N2CC(C(=O)OCC(=O)c3ccc(C)c([N+](=O)[O-])c3)CC2=O)cc1 (stereo not given)
 : -13 | 23 | -2 | -19 | 5 | -4 | -5 | 1.1 | -12
- Cc1ccc(C)c(N(CC(=O)NN=C2CCCCCCC2)S(C)(=O)=O)c1
 : -18 | 22 | 9 | -5 | 5 | 0 | -6 | 0.7 | -22
- CN(C)CCCN(Cc1cc2cc3c(cc2[nH]c1=O)OCCO3)C(=O)NC1CCCCC1
 : -10 | 10 | 0 | -13 | 5 | -5 | -14 | 0.7 | -2
- Cc1ccnn1CC(=O)N/N=C/c1cn[nH]c1-c1ccc(F)cc1
 : -5 | -4 | -1 | 4 | -2 | 0 | -1 | 0.3 | 6
- Cc1ccc(N2C(=O)CC(n3nc(C)cc3C)C2=O)cc1 (stereo not given)
 : 0 | 9 | 7 | -2 | 8 | -2 | 3 | -0.5 | -16
- COc1cc(/C=N/Nc2nc(Nc3ccc(C)cc3)nc(-n3nc(C)cc3C)n2)cc(OC)c1OC
 : -29 | 15 | 10 | 39 | -4 | -3 | 6 | 1.7 | 26
- CCC1CCCCN1C(=O)Cn1c(=O)oc2ccccc21 (stereo not given)
 : -10 | 26 | 0 | 17 | 11 | -4 | -10 | 0.9 | -9
- COc1ccc(NC(=O)c2ccc(Oc3ncccn3)cc2)cc1
 : 5 | 8 | 1 | -19 | 9 | 2 | -3 | 0.2 | 6

# Later entries:
SMILES | CHO parental Ca | M1 PAM parental | TAAR1 ag | TAAR1 antagonist | CHRM1 PAM | M1 ag | CHO-K1 Ca antag | M1 ag parental | M1 antag
Cc1ccc2nccc(C(=O)N3CCCC(Nc4ccc(C)c(C)c4)C3)c2c1 (stereo not given) | -31 | 21 | 0 | -26 | 10 | -3 | -16 | 1.6 | -14
Cc1ccc(NC(=O)Cc2ccc3c(c2)CCCC3)cc1C | -23 | 17 | -1 | -3 | 1 | -7 | -7 | 3.3 | -3
NNC(=O)c1cc2ccccc2cc1NS(=O)(=O)c1ccccc1 | -14 | 6 | 4 | 17 | -12 | 0 | 6 | 6.7 | 6
COc1cc(OC)c(OC)cc1CNCCSc1nnnn1C | -13 | 11 | 0 | -10 | 5 | -8 | 1 | 19* | -8
Cc1cc(C)n(-c2ccc(NC(=O)C3CCN(Cc4ccc(C)o4)CC3)cc2)n1 | 3 | 1 | 2 | -5 | 13 | -5 | -6 | 1.2 | -16
CCCNS(=O)(=O)c1ccc(OCC(=O)N2CCc3ccccc3C2)c(C)c1 | -21 | 0 | 6 | 8 | -1 | -4 | -3 | 2.7 | 2
CN(C(=O)C(=O)c1cn(CC(=O)N2CCCC2)c2ccccc12)C1CCCCC1 | 8 | -1 | 1 | -16 | 5 | -3 | 2 | 1.8 | 3
COC(=O)CSc1nnc(C2COc3ccccc3O2)n1-c1ccccc1 (stereo not given) | -6 | 25 | 8 | -18 | 10 | -7 | -5 | 1.1 | -9

# By substructure, the compounds so far with a nitro group on carbon.
SMILES | CHO parental Ca | M1 PAM parental | TAAR1 ag | TAAR1 antagonist | CHRM1 PAM | M1 ag | CHO-K1 Ca antag | M1 ag parental | M1 antag
CCOc1ccc(Nc2ccc(S(=O)(=O)N3CCN(C)CC3)cc2[N+](=O)[O-])cc1OCC | -34 | -7 | -2 | -11 | 8 | 3 | -13 | -0.3 | -2
C=CCn1c(-c2ccc([N+](=O)[O-])cc2)n[nH]c1=S | 0 | -6 | 1 | -14 | -13 | -8 | 14 | -0.8 | 15
COc1cc([N+](=O)[O-])ccc1NC(=O)CCCOc1cccc(C)c1C | -6 | 10 | -1 | -6 | 4 | -7 | -18 | 0.3 | -13
Cc1ccc(N2CC(C(=O)OCC(=O)c3ccc(C)c([N+](=O)[O-])c3)CC2=O)cc1 (stereo not given) | -13 | 23 | -2 | -19 | 5 | -4 | -5 | 1.1 | -12

# Following part
SMILES | CHO parental Ca | M1 PAM parental | TAAR1 ag | TAAR1 antagonist | CHRM1 PAM | M1 ag | CHO-K1 Ca antag | M1 ag parental | M1 antag
CC1CCCC(=NNC(=O)C2COc3ccccc3O2)C1 (stereo not given) | -1 | 10 | -3 | 1 | 10 | -4 | -13 | 0.5 | -10
Cn1c(SCC(=O)N2CCN(S(=O)(=O)c3ccccc3)CC2)nc2ccccc21 | -8 | -7 | / | / | -11 | -5 | -12 | 3.5 | 8
O=C(NCC(c1ccco1)N1CCCCC1)c1cccc(S(=O)(=O)Nc2ccc(F)cc2)c1 (stereo not given) | / | -10 | 10 | -7 | -6 | -5 | -4 | 0.9 | 3
COc1cc(NC(=O)CCC2CCCC2)cc(-n2cnnn2)c1 | -14 | 5 | -2 | -17 | -6 | -11 | 5 | 1.3 | 6
Cn1c(=O)c(=O)n(C)c2cc(S(=O)(=O)CCC(=O)Nc3ccc(C(F)(F)F)cc3)ccc21 | -1 | -6 | 0 | -9 | 15 | 2 | -8 | 0.3 | -12
CC(=O)Nc1ccc2c(CSc3nnc(-c4cccnc4)n3-c3ccc(C)cc3C)cc(=O)oc2c1 | -15 | -12 | 0 | 4 | -7 | -9 | 9 | 0.1 | 7

# Three entries drawn at random from those above:
SMILES | CHO parental Ca | M1 PAM parental | TAAR1 ag | TAAR1 antagonist | CHRM1 PAM | M1 ag | CHO-K1 Ca antag | M1 ag parental | M1 antag
CC1CCCC(=NNC(=O)C2COc3ccccc3O2)C1 (stereo not given) | -1 | 10 | -3 | 1 | 10 | -4 | -13 | 0.5 | -10
CC(=O)Nc1ccc2c(CSc3nnc(-c4cccnc4)n3-c3ccc(C)cc3C)cc(=O)oc2c1 | -15 | -12 | 0 | 4 | -7 | -9 | 9 | 0.1 | 7
CN(C)CCCN(Cc1cc2cc3c(cc2[nH]c1=O)OCCO3)C(=O)NC1CCCCC1 | -10 | 10 | 0 | -13 | 5 | -5 | -14 | 0.7 | -2

# Source: PubChem
